# Screening data deposited in PubChem BioAssay by PCMD.
# Yeast tox – Inhibits yeast growth, turbidity readout. hit rate 0.3% among 30,000. S. cerevisiae wild-type growth, A595 turbidity, 16 h. growth inhibition, % at 25 µM (by protocol);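 active = mutant and wild-type yeast strains alike exhibit over 30% growth inhibition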;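 note: 0% = untreated cell controls and 100% = YPD media blanks without cells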
#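 System – wild-type and eIF2Bepsilon-R284H mutant S. cerevisiae, screened separately · Measured by – absorbance at 595 nm (turbidity) · Timing – 16 h compound exposure during growth at 30 °C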
# Yeast eIF2B – modulators of yeast eIF2B activity | S. cerevisiae eIF2B-epsilon R284H, GCN4-lacZ luminescence | inhibition, % at 25 µM (by protocol) | hit rate 0.91% among 27,000 | AID 688;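 active = mutant luminescence inhibited past about 50% while wild type luminescence and mutant growth stay under set limits, limit read from the data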; note: some compounds called inactive have numbers as strong as hits
#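 Material: yeast eIF2B-epsilon R284H mutant carrying GCN4–beta-galactosidase fusion. Medium: YPD yeast growth medium. Incubation: 16 h growth with compound at 30 °C, 90 min Beta-Glo step. Signal: Beta-Glo luminescence plus absorbance at 595 nm. Evaluation: % inhibition of reporter signal and growth versus controls. Doses: 25 µM single dose.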
# Yeast tox inhibition % – further read-out of Yeast tox, marked with its call; growth inhibition, %; S. cerevisiae eIF2Bepsilon-R284H mutant growth, A595 turbidity, 16 h;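 each compound tested once at 25 µM; 0% equals untreated cells and 100% equals cell-free medium blanks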
# Yeast eIF2B mutant toxicity – also measured in Yeast eIF2B; calls as there; growth inhibition, %; measured here: mutant yeast growth, toxicity;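 each compound tested once at 25 µM; zero equals untreated control growth and 100 equals blank medium absorbance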
# Starred values were filed as active, the others as inactive; . = no result given.
SMILES,Yeast tox,Yeast tox inhibition %,Yeast eIF2B,Yeast eIF2B mutant toxicity
Cc1cc(NCc2ccccc2)nc(-c2ccccc2O)n1,5,-11,17,-11
CCOc1nc(C)ccc1-c1noc(-c2ccco2)n1,-9,-19,20,-19
Cc1ccc(S(=O)(=O)Cn2nnnc2C(CC(C)C)N2CCN(c3ccccc3)CC2)cc1 (stereo not drawn),-6,-4,16,-4
CCCCCCC(=O)NCC(=O)OCC(=O)c1ccccc1,8,-10,29,-10
CCNC(=O)COn1c(SCC(=O)NCC)nc2ccccc2c1=O,10,-4,28,-4
Cc1nc2ncnn2c(C)c1CCC(=O)NCCC1=CCCCC1,3,-8,9,-8
CCN(CC)S(=O)(=O)c1cccc(-c2nnc(SC(C)C(=O)NCCC3=CCCCC3)o2)c1 (stereo not drawn),13,14,9,14
O=C(OC1CCCCC1)c1ccc(NC(=O)C2CCCCC2)cc1,16,16,21,16
COc1ccc(-c2nc(C#N)c(NCCc3ccccc3)o2)cc1OC,9,19,18,19
Clc1ccc(-c2nnc(CSc3nnc(-c4cccs4)o3)o2)cc1,-14,-5,17,-5
COc1cccc(-c2nnc(SCc3nc4ccccc4[nH]3)n2N)c1,-3,-10,-31,-10
Cc1nnc(NCc2ccco2)c2ccccc12,6,0,21,.
O=C1CC(c2ccccc2)Cc2nc3nc(C(F)(F)F)nn3cc21 (stereo not drawn),6,-10,0,-10
CCCOc1ccc(Cn2c(O)cc(=O)[nH]c2=O)cc1,14,8,-16,8
CCOC(=O)C1=C(C)C(c2ccccc2O)NC(=O)N1 (stereo not drawn),6,15,.,.
COC(=O)c1cc(NC(=O)CC2SCCNC2=O)cc(C(=O)OC)c1 (stereo not drawn),-9,8,-2,8
c1cc2[nH]snc2c2nc(C3CC3)nc12,3,-7,1,-7
Cc1nnc(NC(=O)C2(c3ccccc3)CCOCC2)s1,-3,-14,43,-14
NC(=O)CSc1nnc(-c2cccc(S(=O)(=O)N3CCOCC3)c2)n1C1CCCCCC1,2,-14,3,-14
CC(C)(C)NCCCCOc1ccccc1F,6,9,19,9

# Profiles, quoted from the list.
# CCOc1nc(C)ccc1-c1noc(-c2ccco2)n1 as listed: Yeast tox: -9; Yeast tox inhibition %: -19; Yeast eIF2B: 20; Yeast eIF2B mutant toxicity: -19
# COC(=O)c1cc(NC(=O)CC2SCCNC2=O)cc(C(=O)OC)c1 (stereo not drawn) as listed: Yeast tox: -9; Yeast tox inhibition %: 8; Yeast eIF2B: -2; Yeast eIF2B mutant toxicity: 8

# New compounds follow:
SMILES,Yeast tox,Yeast tox inhibition %,Yeast eIF2B,Yeast eIF2B mutant toxicity
CCOC(=O)Cn1c(SC)nc2sc3c(c2c1=O)CC(C)(C)OC3,12,20,23,20
N#CCCN/N=C(\Cc1nc2ccccc2[nH]1)c1ccccc1,1,11,.,.
Cc1cc(C)c(C(N)=O)c(Nc2cccc3ccccc23)n1,-3,-8,.,.
N#CC1=C(N)Oc2n[nH]c(-c3cccs3)c2C1c1ccco1 (stereo not drawn),-1,-8,-9,-8
C=CCn1cc(-c2cccc(Cl)c2)cc(C#N)c1=O,10,0,22,.
O=C(OCCN1CCCC1=O)c1cncc(Br)c1,9,16,.,.
Cc1ccc(C)c(NC(=O)c2ccc(OC(=O)c3ccco3)cc2)c1,24,18,.,.
Cc1cc(=O)oc2cc(OCC3CC(c4ccc(Br)cc4)=NO3)ccc12 (stereo not drawn),3,10,-24,10
O=C1CN(C(=O)c2ccc(Br)o2)C(c2ccc(F)cc2)c2cc(Cl)ccc2N1 (stereo not drawn),3,-7,5,-7
COc1ccc(CC(=O)NCc2nnc(SCC(=O)N3CCN(c4ccccc4)CC3)n2C)cc1,-23,-12,-17,-12
CC(Oc1ccc(Cl)cc1Cl)C(=O)OCn1nnc2ccccc2c1=O (stereo not drawn),5,16,5,16
NC(=O)c1cnn2c(C(F)(F)F)cc(-c3ccc(F)cc3)nc12,20,-7,19,-7
CCn1c(COc2ccc(C)cc2)nnc1SCc1ccc(C#N)cc1,8,18,-14,18
O=C(Nc1ccccc1Cl)c1cc(S(=O)(=O)N2CCOCC2)cs1,36,21,18,21
Cc1ccc(-n2nnc3c(=O)oc4ccccc4c32)cc1,-1,-25,8,-25
c1ccc(CC2CCN(C3=Nc4cccc5cccc3c45)CC2)cc1,2,0,-10,.
O=C(COC(=O)CC12CC3CC(CC(C3)C1)C2)Nc1ncc(Cl)cc1Cl,16,2,.,.
Cc1noc(NS(=O)(=O)c2ccc(N/C=C/C(=O)c3ccccc3)cc2)c1C,6,20,16,20
CC1CCc2c(sc(NC(=O)C(=O)NCc3ccco3)c2C#N)C1 (stereo not drawn),-4,2,.,.
COc1ccc(CN(CC2CCCO2)C(=O)CN2C(=O)COc3ccccc32)cc1OC (stereo not drawn),2,-53,-23,-53
CCCCC(=O)Nc1nnc(C)s1,13,4,28,4
COc1cc2c(cc1OC)-c1cc(NC3CCCC3)nc(=O)n1CC2,14,11,-19,11
COc1ccc(S(=O)(=O)Nc2ccc(S(=O)(=O)Nc3nc(C)cc(C)n3)cc2)cc1OC,.,.,-98,.
C/C=C/c1ccc(OCCCNCC(C)O)c(OC)c1 (stereo not drawn),.,.,19,.
CCOc1ccc(NC(=O)CN(C)CC(=O)Nc2cccc(Cl)c2C)cc1OCC,8,-24,30,-24
Cc1cc(NC(=O)Cn2nc(C(F)(F)F)c3c2CCC3)no1,.,.,-12,.
COc1ccccc1NC(=O)c1sc(NC(=O)c2ccco2)c(C#N)c1C,17,6,-14,6
O=C(NCc1ccco1)c1cc2sccc2n1Cc1ccc(F)cc1,1,-14,18,-14
CC(=O)NCC1=C(NC(C)=O)C2CC1C(C)(C)C2C (stereo not drawn),-28,-4,.,.
COc1ccc(C2CC(c3cc(OC)ccc3OC)n3nnnc3N2)cc1 (stereo not drawn),-2,-11,-20,-11
CC1CCCCN1C(=O)NC12CC3CC(CC(C3)C1)C2 (stereo not drawn),13,3,.,.
CC(=O)N(/N=C1\Sc2ccccc2C1=O)c1cccc(C)c1,5,3,.,.
CC(=O)Nc1ccc(S(=O)(=O)NC2(C(F)(F)F)C(=O)Nc3c2c(=O)[nH]c(=O)n3C)cc1 (stereo not drawn),14,20,19,20
Cc1cc(Cl)c(S(=O)(=O)NCc2ccccc2)cc1OCC(N)=O,28,24,16,24
Cc1cccc2cc(CN(CCCO)C(=O)Nc3cccc(Cl)c3)c(=O)[nH]c12,5,6,20,6
CC1=C(OC(=O)c2ccccc2)C(C)(C)C(c2ccc(Br)cc2)OC1=O (stereo not drawn),-5,3,19,3
CCOC(=O)CN1C(=O)C(C)(C)Oc2ccc(C(=O)NC(C)(C)CC)cc21,-12,10,6,10
Cc1nc(SCC(=O)Nc2ccc(C)c(F)c2)c2oc3ccccc3c2n1,-1,0,4,.
COc1ccc(C2c3c(ncn(CCN4CCOCC4)c3=N)Oc3ccc4ccccc4c32)cc1 (stereo not drawn),0,8,9,8
COc1ccccc1NC(=O)Cn1nnc(C(=O)Nc2ccccc2)c1N,-19,-4,23,-4
CC(=O)Nc1ccc(S(=O)(=O)N2CCOCC2)cc1,-17,-4,34,-4
Cc1ccc(S(=O)(=O)N(c2cccc(C)c2)C2CCS(=O)(=O)C2)cc1 (stereo not drawn),9,0,.,.
Cc1c(Br)cc(C(=O)N2CCCCCC2)c(C)c1C,-7,-6,13,-6
CCC(=O)Nc1cc(C(F)(F)F)ccc1N1CCOCC1,-15,-18,26,-18
O=C(NCCCN1CCCC1=O)c1ccc(Cl)c(NS(=O)(=O)c2ccc(F)cc2)c1,-13,18,8,18
COc1cccc(N(C(=O)c2ccco2)C(C(=O)NC2CCCC2)c2cccnc2)c1 (stereo not drawn),-4,-4,17,-4
Cc1noc(C)c1C(=O)Nc1sc(C)c(C)c1C#N,15,9,-5,9
Cc1cccc(Nc2ncccc2C(=O)O)c1C,-2,5,15,5
O=C1c2ccncc2C(=O)N1C1CCCCC1,-9,9,69*,8.9*
O=S(=O)(Nc1nc2ccccc2s1)c1ccc(Cl)s1,11,12,9,12
Cc1cc(C)c(S(=O)(=O)N2C=CC(C(F)(F)F)=NCC2)c(C)c1,-7,19,22,19
CCOC(=O)CCc1c(C)c(C#N)c2nc3ccccc3n2c1-n1ccnc1C,4,0,-3,.
NC(=O)C1CCN(C(=S)c2cccs2)CC1,3,35,-4,35
CCN(CC)CCOC(=O)c1ccc(Cl)cc1,16,3,.,.
O=C(Nc1cccc(Cl)c1)Nc1cccc(Cl)c1,-16,-12,29,-12
CCCOC(=O)CSc1nnc(-c2ccc(Cl)cc2Cl)o1,.,.,16,.
CC12CC3CC(C)(C1)CC(CN1CCOCC1)(C3)C2,4,2,-2,2
CC1(C)CC(=O)C2=C(C1)NC(=O)CC2c1cc2c(cc1Br)OCO2 (stereo not drawn),6,-2,20,-2
CCN(CC)Cc1c(CC(C)C)oc(C)c1C(=O)O,9,26,.,.
O=[N+]([O-])c1ccc(NCCNc2ccc(Cl)nn2)cc1,-9,5,-4,5

# Two successive entries out of the list so far, for reference:
SMILES,Yeast tox,Yeast tox inhibition %,Yeast eIF2B,Yeast eIF2B mutant toxicity
CCN(CC)Cc1c(CC(C)C)oc(C)c1C(=O)O,9,26,.,.
O=[N+]([O-])c1ccc(NCCNc2ccc(Cl)nn2)cc1,-9,5,-4,5

# The listing picks up with the seven entries that preceded the break.
SMILES,Yeast tox,Yeast tox inhibition %,Yeast eIF2B,Yeast eIF2B mutant toxicity
CCN(CC)CCOC(=O)c1ccc(Cl)cc1,16,3,.,.
O=C(Nc1cccc(Cl)c1)Nc1cccc(Cl)c1,-16,-12,29,-12
CCCOC(=O)CSc1nnc(-c2ccc(Cl)cc2Cl)o1,.,.,16,.
CC12CC3CC(C)(C1)CC(CN1CCOCC1)(C3)C2,4,2,-2,2
CC1(C)CC(=O)C2=C(C1)NC(=O)CC2c1cc2c(cc1Br)OCO2 (stereo not drawn),6,-2,20,-2
CCN(CC)Cc1c(CC(C)C)oc(C)c1C(=O)O,9,26,.,.
O=[N+]([O-])c1ccc(NCCNc2ccc(Cl)nn2)cc1,-9,5,-4,5
CC1CCCCC1NC(=O)CSc1nnc(N)s1 (stereo not drawn),-10,-21,4,-21
O=C(CCN1C(=O)COc2ccccc21)N1CCCCC1,3,9,.,.
O=C(NC1CCS(=O)(=O)C1)Oc1ccc(Cl)cc1 (stereo not drawn),13,-5,18,-5
O=C(NCc1cccnc1)c1ccc(CS(=O)(=O)Cc2ccc(Cl)cc2)o1,32,11,17,11
Cc1ccc2[nH]c(=O)c(CN(Cc3ccc4c(c3)OCO4)Cc3nnnn3C3CCCC3)cc2c1,4,16,-20,16
CC(C)C(=O)N(c1ccc(F)cc1)C1C=CS(=O)(=O)C1 (stereo not drawn),25,-4,23,-4
O=C1CC(O)(c2ccccc2)C(c2ccccc2)=C1c1ccccc1 (stereo not drawn),-1,-8,28,-8
O=C(Cc1ccccc1)n1nc(-c2ccco2)nc1SCc1ccccc1,20,22,.,.
COc1ccc(-n2nnnc2Sc2ccc(S(=O)(=O)N3CCOCC3)cn2)cc1,-4,3,35,3
CC1CN(c2nc3ccccc3nc2C(C#N)C(=O)NC2CCCCC2)CC(C)O1 (stereo not drawn),1,-17,-26,-17
CCOC(=O)c1sc(NS(=O)(=O)c2cc(C)ccc2C)nc1C,10,6,15,6
O=C(Nc1ccc2nn(-c3ccccc3)nc2c1)c1cccnc1,-2,0,24,.
Cc1nn(C)cc1CNC(=O)COc1ccc(Cl)cc1Cl,8,-4,4,-4
O=C(CSc1nc(-c2ccco2)cc(C(F)(F)F)n1)Nc1ccccc1C(F)(F)F,-4,-10,52*,.
COc1ccc(NC(=O)c2ccc3snnc3c2)cc1,1,-2,.,.
Cc1cc(C)cc(N(CC(=O)NCc2ccco2)C(=O)c2snc(C(N)=O)c2N)c1,7,-17,5,-17
O=C(O)c1c(Cl)c(Cl)c(Cl)c(Cl)c1C(=O)N1CCCC1,26,13,.,.
O=C(CSc1nnc2ccccn12)Nc1ncc(Cl)cc1Cl,7,9,.,.
Cc1ccc(C)c(C(=O)CSc2nnnn2-c2cccnc2)c1,14,24,21,24
OC1C2(Cc3ccccc3)CN3CCN(C2)CC1(Cc1ccccc1)C3 (stereo not drawn),30,5,.,.
O=C(C1CCCN(S(=O)(=O)c2cccc3nonc23)C1)N1CCN(c2ccccc2Cl)CC1 (stereo not drawn),30,3,-52,3
COc1ccc(C)cc1NC(=O)CN1CCN(CC(=O)Nc2ccccc2F)CC1,5,-6,38,-6
O=c1[nH]c2cc3c(cc2cc1CN(Cc1nnnn1C1CCCC1)C1CCCC1)OCCO3,8,-3,10,-3
CCN(CC)CCCNC(=O)C1CCCN(c2nnc(N3CCCC3=O)s2)C1 (stereo not drawn),0,-5,10,-5
N#Cc1nc(-c2cccs2)oc1NCc1ccc2c(c1)OCO2,8,10,12,10

# The list is partial (hit frequency here may not be typical).
